VIM-2 inhibitor = inhibitors of Pseudomonas aeruginosa VIM-2 metallo-beta-lactamase; purified VIM-2, nitrocefin hydrolysis, epi-absorbance fluorescence; inhibition, % at 5.6 µM; hit rate 0.89% among 290,000;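 active = inhibition above the mean of all tested compounds plus 3 SD, cutoff set per screening run, cut at about 7.5% in these data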;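 note: red hydrolysis product quenches plate fluorescence so inhibitors raise well fluorescence; 0% = enzyme with DMSO and 100% = DMSO without enzyme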
IMP-1 inh = blocks Pseudomonas aeruginosa IMP-1 metallo-beta-lactamase; purified IMP-1, nitrocefin hydrolysis, epi-absorbance fluorescence; inhibition, % at 5.6 µM; hit rate 0.45% among 290,000;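 active = inhibition above the mean plus 3 SD of all compounds in the same screening run, cut at about 4.5% in these data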;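 note: 0% = IMP-1 with DMSO and 100% = DMSO wells lacking enzyme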
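Material – recombinant IMP-1 enzyme, purified · Amount – IMP-1 0.2 nM before substrate addition · Medium – HEPES buffer pH 7.1 with ZnSO4 and Brij 35 · Timing – 25 °C, 15 min preincubation, 25 min reaction · Measured by – plate fluorescence quenching by hydrolysis product, ex 480/em 530 nm · Read-out – percent enzyme inhibition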
p-CIP stab down = p/CIP protein destabilization; Q05BA5; F442A p/CIP-EGFP cells, EGFP fluorescence, 16 h; decrease of EGFP signal, % at 10 µM; hit rate 0.01% among 290,000; AID 1984;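 active = EGFP signal decrease of at least 30% at 10 µM or well 3 SD below plate mean, unless failing retest; inactive = the rest, including hits failing retest or dose response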; note: some compounds called inactive have numbers as strong as hits; many of its hits are not listed in these tables
GalR3 antag = human GalR3 antagonism. hit rate 0.44% among 360,000. inhibition, % at 3 µM. O60755. AID 651719. HEK293 GalR3-CNG cAMP membrane potential fluorescence; galR3 body fused to GalR1 C-terminus;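 active = inhibition above the screen-wide average plus 3 SD, cut at about 13% in these data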;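 note: forskolin and galanin both at EC90 stimulate the cells; cAMP rise reported by CNG channel membrane potential dye signal; 0% = forskolin plus galanin with DMSO and 100% = forskolin alone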
Target sequence (O60755 1-299 limits assumed): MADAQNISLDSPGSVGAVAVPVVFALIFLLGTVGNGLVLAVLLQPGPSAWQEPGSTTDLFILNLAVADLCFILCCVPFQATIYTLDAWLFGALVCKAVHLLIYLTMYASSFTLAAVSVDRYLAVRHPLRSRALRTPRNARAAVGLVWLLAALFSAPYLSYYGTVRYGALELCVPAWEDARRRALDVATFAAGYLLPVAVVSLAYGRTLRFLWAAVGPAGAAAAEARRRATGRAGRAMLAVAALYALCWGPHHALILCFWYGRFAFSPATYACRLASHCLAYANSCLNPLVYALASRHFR
IDE cell activ = boosts human insulin-degrading enzyme activity in HEK cells; FAbeta-B cleavage, fluorescence polarization; 0% vehicle, 100% cell-free pure enzyme wells; activation, % at 5.96 µM; hit rate 0.073% among 340,000;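 active = activation above the mean of all tested compounds plus 3 SD, set per screening campaign, cut at about 17% in these data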
HCV NS3 hel inh = inhibitors of Hepatitis C virus NS3 helicase; NS3 helicase DNA unwinding, Cy5 molecular beacon fluorescence; inhibition, % at 10.9 µM; hit rate 0.56% among 290,000;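 active = inhibition above the mean of all tested compounds plus 3 SD, set per campaign, cut at about 35% in these data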;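 note: 0% = DMSO wells and 100% = thioflavine S control wells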
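System: Hepatitis C virus NS3 helicase domain fragment enzyme | Reagent: Annealed dual-labelled DNA beacon duplex, ATP-started | Compound dosing: 10.9 µM single point, 0.8% DMSO | Incubation: 1 h reaction at 25 °C, ATP-initiated | Technique: Cy5 fluorescence | Evaluation: Percent inhibition from t60/t0 fluorescence ratio | Benchmarks: Low DMSO, high thioflavine S at 110 µM | Replication: Singlicate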
IDE inh = inhibits human insulin-degrading enzyme in HEK cells | inhibition, % at 5.59 µM | P14735 | FAbetaB cleavage, fluorescence polarization | AID 434962 | hit rate 0.41% among 320,000;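 active = percent inhibition above the average of all tested compounds plus 3 SD, set per screening campaign, cut at about 16% in these data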;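 note: IDE supplied by intact live HEK cells; FP after avidin binding of uncleaved biotin substrate so inhibition keeps polarization high; 0% = DMSO wells and 100% = 60 µM reference IDE inhibitor Ii1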
CRFR2-BP antag = blocks CRF-induced signaling of the CRF-BP/CRF-R2 complex; HEK293 CRF-R2/CRF-BP, CRF-induced calcium fluorescence; inhibition, % at 11.8 µM; hit rate 0.59% among 350,000; AID 588475;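 active = inhibition of the ligand-induced calcium signal above about 50% at the single tested concentration, limit read from the data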
UBC9 SUMO inh = blocks human SUMOylation mediated by UBC9 | HTRF SUMOylation assay, SAE1/SAE2 + UBC9, in vitro | P63279 | inhibition, % at 35 µM | hit rate 0.36% among 290,000; in the data active = inhibition above about 50%, passing the limit was not always enough; note: strong numbers were not always called active
Target sequence (P63279 whole entry, looked up): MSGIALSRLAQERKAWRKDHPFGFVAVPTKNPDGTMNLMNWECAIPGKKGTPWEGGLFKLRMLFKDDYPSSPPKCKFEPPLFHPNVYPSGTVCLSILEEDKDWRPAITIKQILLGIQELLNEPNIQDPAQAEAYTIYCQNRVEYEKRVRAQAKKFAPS
Active calls of the source: *; nt = no result given.

VIM-2 inhibitor	IMP-1 inh	p-CIP stab down	GalR3 antag	IDE cell activ	HCV NS3 hel inh	IDE inh	CRFR2-BP antag	UBC9 SUMO inh	Structure
-1.3	0.0	-6	-5	4	-4	3	-7	-37	CC(=O)Nc1ccc(Nc2nc(C)c([N+](=O)[O-])c(Nc3ccc(NC(C)=O)cc3)n2)cc1
-0.4	-0.5	0	-3	9	-3	-2	7	26	Nc1cc(N)nc(SCCN2CCCCC2)n1
2.3	-0.5	5	nt	4	4	1	-2	7	Cc1ccc(C)c(N=Cc2c(O)c3ccccc3oc2=O)c1
-0.5	-2.7	6	-5	-3	1	9	-3	8	CC(=O)c1cccc(S(=O)(=O)N(CCCO)Cc2cc3ccc(C)cc3[nH]c2=O)c1
nt	nt	nt	-9	0	nt	2	-16	nt	N#CN1CCC(NS(=O)(=O)c2ccc(C(F)(F)F)cc2)C1 (stereo not drawn)
-1.6	-2.1	1	-7	0	2	-6	-23	10	Cc1nc(N/N=C/c2ccccc2)nc(N(C)c2ccccc2)c1[N+](=O)[O-]
-2.8	-1.9	7	-6	0	-7	3	10	-1	CC(c1cccs1)N(Cc1ccco1)C(=S)Nc1ccc(F)c(Cl)c1 (stereo not drawn)
-0.9	0.5	-9	-3	2	-4	-4	1	22	Cc1cc(NC(=O)COC(=O)COc2cccc3c2OC(C)(C)C3)no1
-2.8	-1.7	-5	-1	2	-7	3	-10	6	COC(=O)c1ccccc1NC(=O)C12CC3CC(C1)CC(n1cnc(Cl)n1)(C3)C2
-2.9	-4.4	-20	-10	0	17	10	-3	-2	Cc1onc(-c2c(F)cccc2Cl)c1C(=O)NCc1ccccc1
-4.5	-4.6	-2	0	2	-5	0	-1	-7	Cc1ccc(/C=N/NC(=O)c2ccccn2)o1
-5.2	-5.3	-6	-1	4	26	4	28	25	O=C1CCC/C(=N/NC(=O)c2ccc(CN3c4cccc5cccc(c45)S3(=O)=O)cc2)C1
1.0	0.7	-12	-10	-2	11	2	-12	-13	Cc1nnn(C23CC4CC(CC(CC(=O)Nc5ccc(C)c(Cl)c5)(C4)C2)C3)n1
-1.2	-2.1	-10	1	-1	-1	0	-3	8	Cc1ccccc1N(C(=O)Cn1nnc2ccccc21)C(C(=O)NCc1ccco1)c1ccncc1 (stereo not drawn)
-3.0	-2.3	-2	-3	-1	2	4	50*	-34	Cc1cccc(/C=C2/S/C(=N/N=C3\CC4CCC3(C)C4(C)C)NC2=O)c1 (stereo not drawn)
-1.5	-1.5	-23	-11	2	-10	4	-14	20	Clc1ccc(-c2nsc(N3CCOCC3)n2)c(Cl)c1
-0.8	-4.1	2	-1	4	3	0	9	-25	CCC1(C(=O)c2ccccc2)C(c2ccc([N+](=O)[O-])cc2)C1(C(=O)OC)C(=O)OC (stereo not drawn)
1.4	-1.0	6	-1	6	-5	3	1	-24	Cc1c2cnn(-c3ccccc3)c(=O)c2c(C)n1CCCC(=O)N1CCN(C2CCCCC2)CC1
0.5	-7.4	-10	-2	-2	-4	-19	-15	-5	O=C(NCC1CCCO1)c1ccccc1-c1nc(-c2ccc(Cl)cc2)no1 (stereo not drawn)
-6.4	-1.6	2	-1	7	4	5	-9	-17	CSc1nc(Sc2ccc(Cl)cc2)c2ccccc2n1
-0.9	-0.6	0	-8	4	-9	-4	-13	26	COc1ccc(C(O)P(=O)(OC(C)C)c2ccc(N(C)C)cc2)c(OC)c1 (stereo not drawn)
-1.0	-2.9	6	7	10	-6	-2	-2	0	Cc1ccc(C(=O)O)cc1NC(=O)C1CCCN1S(=O)(=O)c1cccc2nsnc12 (stereo not drawn)
4.0	-1.4	-32	-3	3	3	nt	3	92	CCOC(=O)c1c(C)oc2c1c(C=NCCO)c(O)c1ccccc12
-5.9	-4.9	9	-6	2	0	1	2	12	COCc1ccc(CN2CCC(CO)(CC3CCCCO3)CC2)o1 (stereo not drawn)
nt	nt	nt	-5	1	nt	-1	3	nt	CC(C)(C)OC(=O)C[C@H]1C/C=C\C[C@H](CC(=O)NCCO)C(=O)NC[C@@H](c2ccccc2)OC1=O
-2.5	-2.8	-14	-4	1	6	3	19	-14	Cc1ccc(C)c(S(=O)(=O)N/N=C/c2ccc(N3CCOCC3)cc2)c1
-3.9	-2.0	-16	-3	3	-4	2	16	15	COc1ccc(C/C(N)=N/OC(=O)c2ccco2)cc1OC
-3.8	-2.9	-1	-4	7	0	1	38	8	Fc1ccc(NC(=S)Nc2ccc(Br)cc2)cc1
-3.4	-3.9	8	nt	2	2	3	4	-20	O=C(O)c1ccccc1SC1CC(=O)N(C2CCCCC2)C1=O (stereo not drawn)
-0.6	-1.7	-9	-2	6	-6	1	-14	-3	O=C(C1CCCN1C(=O)c1cccs1)N1CCN(Cc2ccc3c(c2)OCO3)CC1 (stereo not drawn)
-2.4	-0.6	4	-2	0	-9	-6	-50	12	O=C(c1ccccn1)C1CCCN(Cc2cn[nH]c2-c2cc3ccccc3o2)C1 (stereo not drawn)
-3.2	1.2	nt	0	3	1	2	-25	nt	O=C(COC(=O)c1ccc(Br)o1)NCc1ccco1
-0.5	-3.0	-2	-4	6	-8	-1	-14	4	c1ccc(OCCN2C3=NCCN3c3ccccc32)cc1
-2.8	-3.6	-17	5	-1	19	2	0	6	Cc1ccc2c(c1)NC(=O)C(CC(=O)N(C)Cc1ccccc1)O2 (stereo not drawn)
0.3	-0.2	4	-3	3	-2	2	-2	-7	Cn1nccc1C(=O)Nc1sc2c(c1C#N)CCCC2
-1.8	-2.3	-11	-2	-5	3	2	10	10	CC(=O)NC1(c2cccc(F)c2)CCN(CC(=O)NC(C)C)CC1
-1.4	-2.3	-3	-1	1	-2	3	4	14	c1ccc(CSc2ccc(-c3ccccn3)nn2)cc1
-2.6	1.7	5	-3	1	2	-1	8	2	Cc1cc(/C=N/n2cnnc2)c(C)n1-c1ccccc1
-1.4	-4.3	2	-5	5	4	-4	3	10	CCOC(=O)c1cc(CC)sc1N
-5.0	-2.9	-13	-3	1	19	-1	1	11	Cc1cc(C)c2c(c1)/C(=N/NC(=O)c1ccc(O)cc1)CCC2
-1.8	-1.4	1	6	2	1	8	1	4	CC(C)CCc1noc(CN(C)CC2CCN(Cc3ccccc3)CC2)n1
nt	nt	nt	-3	3	nt	6	-7	nt	CC(C)(C)OC(=O)NOCC(=O)N(CC(=O)c1ccccc1)Cc1ccccc1
-1.7	-1.7	-4	-3	5	4	-1	9	24	C#Cc1ccc([C@H]2C=C(C(=O)O)O[C@@H](OCc3ccc(CO)cc3)C2)cc1
-0.5	1.0	0	-13	-2	-15	0	15	24	O=C(NCCc1ccccc1)c1ccccc1NS(=O)(=O)N1CCCC1
-0.7	-2.6	-2	0	1	-4	-5	-26	8	CCc1ccc(NC(=O)CCS(=O)(=O)c2ccc3c(c2)CCN3C(C)=O)cc1
-3.3	-1.5	-7	-6	-3	2	1	13	10	CCOC(=O)C1CCCN(/C=C2\SC(=S)N(CC)C2=O)C1 (stereo not drawn)
0.5	-0.6	4	-3	4	15	4	12	-3	O=C(NCc1ccco1)c1ccc(-c2csnn2)cc1
-1.4	-2.2	6	-8	-4	-7	-1	1	-2	CC(CN1CCCCC1)OC(=O)/C=C/c1ccccc1 (stereo not drawn)
-3.1	-1.7	-15	-7	6	3	-4	3	11	Cc1ccc(C(=O)NCCNC(=O)c2ccc(C)nc2)cc1
0.4	0.0	-6	-7	nt	3	2	12	-6	CCn1c(SCC(=O)Nc2c(C)n(C)n(-c3ccccc3)c2=O)nc2c1c(=O)n(C)c(=O)n2C
0.2	2.8	6	9	-2	6	5	5	-24	COC(=O)c1c(Sc2ccccc2)c2ccccc2n1C
0.3	0.8	2	-10	3	1	-4	-6	-7	O=C(Nc1ccc2ccccc2c1)c1ccccc1F
-1.8	-1.6	-1	-7	6	3	6	1	-5	Cc1ccc(S(=O)(=O)N2CCN(C(=O)c3ccc(OCc4c(C)noc4C)cc3)CC2)cc1
-3.3	0.3	-2	-6	0	5	1	-3	11	CC1(C)NS(=O)(=O)Oc2ccccc21
-4.0	-2.4	-1	-3	-5	-43	1	-18	-12	O=C(CN1CCN(Cc2ccc(Cl)cc2)CC1)N/N=C/C=C/c1ccccc1[N+](=O)[O-]
0.2	-0.8	0	-5	7	-2	2	-4	13	O=C(Nc1ccccc1)NC1CCN(Cc2c(F)cccc2Cl)CC1
-2.2	0.3	-9	-12	4	-6	4	11	-7	COc1ccc(C(=O)Cc2nnc(C)s2)cc1
-0.8	0.7	-1	-5	8	-5	-1	25	-8	CC(C)Cc1cc(C(=O)N2CCCC(CCC(=O)N(C)CCc3ccccn3)C2)no1 (stereo not drawn)

9 entries out of the list, ordered by count of non-hydrogen atoms, largest number first:
VIM-2 inhibitor	IMP-1 inh	p-CIP stab down	GalR3 antag	IDE cell activ	HCV NS3 hel inh	IDE inh	CRFR2-BP antag	UBC9 SUMO inh	Structure
0.4	0.0	-6	-7	nt	3	2	12	-6	CCn1c(SCC(=O)Nc2c(C)n(C)n(-c3ccccc3)c2=O)nc2c1c(=O)n(C)c(=O)n2C
-1.8	-1.6	-1	-7	6	3	6	1	-5	Cc1ccc(S(=O)(=O)N2CCN(C(=O)c3ccc(OCc4c(C)noc4C)cc3)CC2)cc1
-4.0	-2.4	-1	-3	-5	-43	1	-18	-12	O=C(CN1CCN(Cc2ccc(Cl)cc2)CC1)N/N=C/C=C/c1ccccc1[N+](=O)[O-]
0.2	-0.8	0	-5	7	-2	2	-4	13	O=C(Nc1ccccc1)NC1CCN(Cc2c(F)cccc2Cl)CC1
-3.1	-1.7	-15	-7	6	3	-4	3	11	Cc1ccc(C(=O)NCCNC(=O)c2ccc(C)nc2)cc1
0.2	2.8	6	9	-2	6	5	5	-24	COC(=O)c1c(Sc2ccccc2)c2ccccc2n1C
0.3	0.8	2	-10	3	1	-4	-6	-7	O=C(Nc1ccc2ccccc2c1)c1ccccc1F
-2.2	0.3	-9	-12	4	-6	4	11	-7	COc1ccc(C(=O)Cc2nnc(C)s2)cc1
-3.3	0.3	-2	-6	0	5	1	-3	11	CC1(C)NS(=O)(=O)Oc2ccccc21

Screening data deposited in PubChem by several laboratories.
